TR-FRET SRC-2 ct = TR-FRET signal artefacts, primary screen, artefact control for PPARgamma SRC-2 agonist project, biochemical. TR-FRET ratio at 8 µM. TR-FRET artefact counter-screen; stronger effect = higher value. 200,000 compounds, 0.4% hits; in the data active = TR-FRET ratio above about 2000; note: inactives centre near 1500
ROMK primary = ROMK potassium channel modulators, primary screen, cell-based, thallium flux, MLSMR library; Tet-inducible ROMK, thallium flux fluorescence; actives lie on both sides; 130,000 compounds, 2% hits; B-score at 10 µM; ATP-sensitive inward rectifier potassium channel 1 (Homo sapiens), P48048;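 active = signal ratio slope over the read window, or its plate-corrected B-score, at least 3 SD from the plate mean, either direction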;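 note: B-score of the F/F0 ratio slope over 7 to 12 s after thallium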
TLR4 MyD88 comp = inhibitors of TLR4-MyD88 association in cells, primary screen, cell-based, HeLa CL3-4, BLA complementation, FRET ratio | Toll-like receptor 4 (Homo sapiens) + Myeloid differentiation primary response protein … | HeLa CL3-4 TLR4/MyD88 BLA complementation | inhibition, % at 8.4 µM | 200,000 compounds, 0.18% hits | AID 861, 2007; in the data active = inhibition above about 25%;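 note: 0% = vehicle and 100% = reference inhibitor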
Target sequence (O00206 whole entry, looked up): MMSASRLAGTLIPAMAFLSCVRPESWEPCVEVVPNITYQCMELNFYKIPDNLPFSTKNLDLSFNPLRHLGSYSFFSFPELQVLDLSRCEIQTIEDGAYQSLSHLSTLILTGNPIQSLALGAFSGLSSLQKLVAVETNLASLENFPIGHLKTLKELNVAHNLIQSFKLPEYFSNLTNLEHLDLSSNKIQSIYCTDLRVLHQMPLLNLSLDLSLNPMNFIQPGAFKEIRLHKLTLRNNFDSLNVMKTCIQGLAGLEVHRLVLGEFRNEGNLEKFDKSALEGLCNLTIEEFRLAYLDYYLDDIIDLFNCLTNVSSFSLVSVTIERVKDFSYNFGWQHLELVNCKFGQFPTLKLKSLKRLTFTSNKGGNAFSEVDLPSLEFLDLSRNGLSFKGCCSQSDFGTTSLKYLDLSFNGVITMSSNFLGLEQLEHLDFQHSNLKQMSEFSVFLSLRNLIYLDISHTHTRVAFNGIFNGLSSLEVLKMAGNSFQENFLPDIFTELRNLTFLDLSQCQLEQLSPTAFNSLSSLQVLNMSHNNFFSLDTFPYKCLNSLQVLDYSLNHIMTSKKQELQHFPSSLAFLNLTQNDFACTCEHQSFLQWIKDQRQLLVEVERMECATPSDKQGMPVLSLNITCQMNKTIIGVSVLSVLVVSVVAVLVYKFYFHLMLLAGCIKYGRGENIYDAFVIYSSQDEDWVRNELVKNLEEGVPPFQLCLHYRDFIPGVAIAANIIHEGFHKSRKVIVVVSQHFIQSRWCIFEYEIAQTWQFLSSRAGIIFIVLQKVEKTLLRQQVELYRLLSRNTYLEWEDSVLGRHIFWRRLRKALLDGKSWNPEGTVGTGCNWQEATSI
Target sequence (Q99836 whole entry, looked up): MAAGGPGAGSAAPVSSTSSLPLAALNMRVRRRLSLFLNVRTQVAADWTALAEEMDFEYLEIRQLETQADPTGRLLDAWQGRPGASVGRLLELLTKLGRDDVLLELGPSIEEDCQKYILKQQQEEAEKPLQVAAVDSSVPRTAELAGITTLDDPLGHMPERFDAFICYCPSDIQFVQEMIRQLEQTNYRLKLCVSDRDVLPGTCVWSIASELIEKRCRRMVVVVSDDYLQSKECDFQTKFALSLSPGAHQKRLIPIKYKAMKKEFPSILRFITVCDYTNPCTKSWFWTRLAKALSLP
STAT3 inh = IL-6 driven STAT3 reporter inhibitors, primary screen, U3A cells, luciferase, luminescence, MLSCN library. 190,000 compounds, 0.89% hits. IL-6 STAT3-luciferase reporter; host cell line lacks STAT1. inhibition, % at 5.5 µM;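 active = inhibition above the mean inhibition across all screened compounds plus 3 SD, cut at about 44% in these data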;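 note: 0% = DMSO only wells and 100% = 100 µM nifuroxazide control wells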
PPARg SRC-3 ag = PPARgamma agonists recruiting SRC-3 coactivator, primary screen, biochemical; Peroxisome proliferator-activated receptor gamma (Homo sapiens), P37231; biochemical PPARgamma/SRC-3 coactivator recruitment assay; activation, % at 8 µM; 200,000 compounds, 0.26% hits; AID 731, 2007; in the data active = activation above about 23%;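 note: 0% = DMSO and 100% = reference agonist; some compounds past the cut are filed as inactive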
STAT3 act = IL-6 driven STAT3 reporter potentiators, primary screen, U3A cells, luciferase, luminescence, MLSCN library; 190,000 compounds, 0.91% hits; activation (% of control), % at 5.6 µM; IL-6 STAT3-luciferase reporter; 100% = signal with IL-6 EC80 alone;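 active = activation above the screen-wide mean of compound activation plus 3 SD, cut at about 130% in these data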;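 note: 0% = background luminescence of wells with medium and substrate only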
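Test system: STAT3-luciferase reporter U3A cells; Detection: reporter luminescence signal; Times: 1 h compound pre-exposure, 6 h IL-6 stimulation, 37 °C; Benchmarks: IL-6-only high control; Also added: IL-6 stimulus at 33 ng/mL final.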
PPARg SRC-2 ag = agonists of PPARg-SRC-2 recruitment, primary screen, biochemical, HTS | Peroxisome proliferator-activated receptor gamma (Homo sapiens), P37231 | PPARgamma LBD-SRC-2 recruitment | activation, % at 8 µM | 200,000 compounds, 0.34% hits | AID 1032, 2008; in the data active = activation above about 22%;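 note: 0% = vehicle and 100% = reference agonist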
RAM network inh = inhibitors of the yeast RAM network, primary screen, dse1pr::URA3 reporter, 5-FOA selection; 190,000 compounds, 1.8% hits; inhibition, % at 50 µM; S. cerevisiae dse1pr::URA3 reporter, 5-FOA growth OD615, 2 d; analog-sensitive cbk1-as2 kinase mutant strain;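 active = inhibition above a set limit, 3 SD over mean compound inhibition, cut at about 8.4% in these data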;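 note: 0% = DMSO-only wells with no growth and 100% = 10 µM 1-NA-PP1 full growth; inhibition rescues growth on 5-FOA so higher OD means more RAM inhibition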
S1P3 antag = S1P3 receptor antagonists, primary screen, cell-based. Sphingosine 1-phosphate receptor 3 (Homo sapiens), Q99500. CHO S1P3 NFAT-BLA reporter, FRET fluorescence, antagonist mode. inhibition, % at 4.98 µM. 170,000 compounds, 0.27% hits;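 active = inhibition above the plate cutoff, the mean inhibition of test wells on that plate plus 3 SD, cut at about 28% in these data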;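 note: cells challenged with S1P at its EC80 of 0.8 µM; blue over green emission ratio from cleaved BLA substrate after 4 h stimulation; 0% = S1P-stimulated wells and 100% = unstimulated DMSO-only wells; some compounds past the cut are filed as inactive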
STAT1 blocker = STAT1 signaling inhibitors, primary screen, cell-based, HTS, luciferase reporter. NIH 3T3 STAT1-luciferase reporter, IFN-gamma, luminescence. inhibition, % at 5.5 µM. 200,000 compounds, 0.35% hits;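 active = inhibition above a set limit, the mean inhibition across all tested compounds plus 3 SD, cut at about 34% in these data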;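 note: 0% = IFN-gamma with DMSO and 100% = IFN-gamma with 300 µM nifuroxazide; values of inactives mirror those of a sister screen read the other way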
PPARg SRC1 recr = PPARgamma agonists recruiting SRC-1 coactivator, primary screen, biochemical; 200,000 compounds, 0.41% hits; Peroxisome proliferator-activated receptor gamma (Homo sapiens), P37231; AID 631, 2007; PPARgamma-SRC-1 coactivator recruitment biochemical assay; activation, % at 8 µM; in the data active = activation above about 19%;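 note: 0% = DMSO and 100% = reference agonist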
* marks the source's active call; other numbers are inactive results; nt = not tested or not shown.

SMILES	TR-FRET SRC-2 ct	ROMK primary	TLR4 MyD88 comp	STAT3 inh	PPARg SRC-3 ag	STAT3 act	PPARg SRC-2 ag	RAM network inh	S1P3 antag	STAT1 blocker	PPARg SRC1 recr
Cc1cc(C(=O)OCC(=O)Nc2c(F)cccc2F)c(C)n1-c1ccccc1	1505	-0.45	1	27	1	81	8	1.5	-37	0	5
O=C(NCc1ccco1)c1ccc2c(=O)n(-c3ccccc3)c(=S)[nH]c2c1	1562	nt	-6	3	5	102	-4	7.2	nt	1	-8
CC(C)c1ccccc1OCCCCCNCCO	1429	-0.55	-1	4	-5	99	-10	-0.1	-50	4	-6
Cc1ccc(CC(=O)NCC(C)C)cc1	1522	nt	-5	-1	-10	105	0	2.2	23	7	-2
CCc1ccccc1OCc1nnc(N)s1	1668	nt	11	18	4	90	13	2.2	2	-5	14
COc1ccccc1-n1c(SCC(=O)N(C)C2CCS(=O)(=O)C2)nc2ccccc2c1=O (stereo unspecified)	1559	0.51	6	8	-3	97	-4	3.2	-20	8	7
O=C(O)CCNC(=O)/C(=C/C=C/c1ccccc1)NC(=O)c1ccccc1	1534	-0.67	3	6	5	99	5	1.6	-2	-9	12
CCCC(=O)Nc1ccc(C#Cc2ccccc2)cc1	1399	nt	-6	-43	0	146*	4	1.6	nt	-44	0
COc1ccc(NS(=O)(=O)c2ccc(N3CCOCC3)c(NC(=O)c3ccccc3Cl)c2)cc1	1432	0.063	1	-11	-6	107	-8	5.7	0	-7	-5
C/C(=N\Nc1cccc2cccnc12)c1ccccc1O	1637	-0.047	-6	-13	-1	112	-1	6.7	3	-20	-3
CCCSc1nc2cc(C)c(C)cc2n1CC(C)O (stereo unspecified)	1345	-0.27	-1	7	3	101	4	1.4	0	-10	5
CCOC(=O)Cc1cc(=O)[nH]c(/N=C(\N)Nc2ccc(C)c(C)c2)n1	1577	-0.28	-8	12	5	92	12	2.2	24	14	3
CCC(=O)N1N=C(c2ccc(NS(C)(=O)=O)cc2)CC1c1ccc(C)cc1 (stereo unspecified)	1621	1.6	-8	-6	2	105	2	0.0	nt	-2	5
CCOc1cc(S(=O)(=O)N2CCC(c3nc4ccccc4s3)CC2)c(OCC)cc1S(=O)(=O)N1CCCCC1	1426	nt	2	-6	2	105	4	4.8	nt	-9	4
Cc1ccccc1/C=N/NC(=O)Cc1ccc(Cl)cc1	1584	-0.62	9	10	0	102	-4	1.4	-6	10	-1
CCS(=O)(=O)N1CCC(C(=O)NCCc2ccccc2)CC1	1466	nt	-4	9	2	98	8	1.2	3	-4	3
Cc1ccc(CSCCNC(=O)CN(c2ccccc2)S(C)(=O)=O)cc1	1409	-0.11	-4	-1	1	105	2	1.4	-3	-1	3
Cc1ccc(NC(=O)Cn2cc(S(=O)(=O)c3ccc(C)cc3)c(=O)c3cc(F)ccc32)cc1	1607	0.13	-6	-1	5	101	15	2.1	-1	-12	0
Cc1nn(-c2ccc(Cl)c(Cl)c2Cl)c(=O)c2ccccc12	1600	nt	-4	10	-1	93	8	0.7	nt	4	0
COc1ccc(CC(=O)Nc2cc(C)ccn2)cc1	1496	0.044	3	1	9	103	11	1.9	-15	-6	3
CC(C)Cn1c2c(c(=O)[nH]c1=O)C(C(F)(F)F)(C(F)(F)F)N=C(CCC1CCCCC1)N2	1516	-0.18	3	-2	-2	99	-3	1.9	0	2	3
CCC12CN3CCN(CC(C3)/C1=N\NC(=O)c1ccc(C(C)(C)C)cc1)C2	1450	nt	6	-6	4	104	0	-1.7	2	-14	-4
CCCc1nnc(SCC(=O)N2CCCC(C)C2)n1CCCOC (stereo unspecified)	1375	0.56	-10	7	-9	96	-6	0.9	-24	-11	1
CCOC(=O)N1CCN(C(=O)c2ccc(Cl)c(S(=O)(=O)Nc3ccccc3)c2)CC1	1458	nt	-6	6	11	100	-1	0.7	-2	10	6
Cc1sc2nc(CN(C(=O)NC3CCCCC3)C3CCCC3)[nH]c(=O)c2c1C	1556	-0.63	5	13	1	90	15	3.0	nt	0	1
CCOC(=O)Cn1c(=O)oc2cc(S(=O)(=O)NCCC(C)C)ccc21	1428	nt	-3	10	-9	96	-4	0.7	nt	12	1
CCOC(=O)C1CCN(C(=O)c2cc3cc4cc(OC)ccc4nc3o2)CC1	1430	nt	5	-10	-11	113	-7	4.0	-20	-19	8
COc1cc2c(cc1NC(=O)C(C)Sc1cccc[n+]1[O-])oc1ccccc12 (stereo unspecified)	1533	-0.32	4	-43	6	136*	5	0.1	4	-18	-2
O=C(NCCN1CCCC1)C1CC(=O)N(C2CCCCC2)C1 (stereo unspecified)	1537	0.15	-8	-10	-1	110	-9	0.0	12	-3	2
COc1nn(CC(=O)N2N=C(C)CC2(O)C(F)(F)F)cc1[N+](=O)[O-] (stereo unspecified)	1663	-0.2	-3	2	9	101	4	-0.2	nt	4	1
O=C(Oc1ccc(C(=S)N2CCCCC2)cc1)c1ccccc1	1390	nt	-7	-4	-5	106	-1	0.5	-9	1	-9
O=[N+]([O-])c1ccc(Sc2n[nH]c(-c3ccccc3)n2)nc1	1428	nt	-8	-3	10	106	-12	0.5	nt	0	1
COc1cccc(CNC(=O)CCS(=O)(=O)c2cccc3nsnc23)c1	1671	0.84	-6	1	8	99	1	0.9	nt	2	3
CCOC(=O)C(=Cc1ccc(OCc2ccc([N+](=O)[O-])cc2)c(OC)c1)C(=O)OCC	1587	nt	8	-4	9	112	8	16*	nt	-21	1
CN(CCOC(=O)c1cccc(F)c1)Cc1ccccc1	1533	0.17	3	24	3	82	5	1.2	-25	3	4
COc1ccc(-c2cc3ccc(OCc4nn[nH]n4)cc3oc2=O)cc1	1525	nt	-1	31	7	78	3	0.0	-10	24	3
CNC(=O)COC(=O)c1ccc(OCC(=O)Nc2ccccc2OC)c(OC)c1	1692	-0.012	12	11	6	94	0	1.9	2	-7	5
C/C(=C\c1ccccc1)C(=O)NC1CCSC1=O (stereo unspecified)	1550	nt	-9	4	-3	100	-6	-0.1	nt	3	-4
Cn1nc(C(F)(F)F)c(/C=N/OC(=O)c2ccccc2Cl)c1SCc1ccccc1Cl	1416	nt	-8	15	-4	93	0	12*	nt	0	-4
O=C(CN1C(=O)C2C3C=CC(C3)C2C1=O)Nc1ccc2nccnc2c1 (stereo unspecified)	1665	nt	-5	-3	4	106	2	0.6	-29	2	-1
Cc1cc(C)nc(NS(=O)(=O)c2ccc(N3C(=O)c4ccccc4C3=O)cc2)n1	1680	0.26	-19	8	2	93	7	1.8	-12	5	1
Cc1nc(-c2ccccc2)nc2[nH]c(-c3ccccc3)cc(=O)c12	1422	0.94	-5	15	-8	93	4	5.2	nt	-13	0
O=C(c1ccc(Cl)cc1)c1c[nH]c(C(=O)NNc2cccc(Cl)n2)c1	1421	1.5	8	-18	4	116	0	5.2	2	3	3
C/C(=N\NC(=O)c1cccc(S(=O)(=O)N2CCCC2)c1)c1cccs1	1411	0.44	-15	0	4	103	10	2.8	-1	-13	-2
O=C(N1CCN(c2ccccc2F)CC1)C1(c2cccs2)CCOCC1	1531	nt	6	-11	-5	113	-2	-0.4	-2	-13	3

2 records drawn at random from those above, as already listed:
SMILES	TR-FRET SRC-2 ct	ROMK primary	TLR4 MyD88 comp	STAT3 inh	PPARg SRC-3 ag	STAT3 act	PPARg SRC-2 ag	RAM network inh	S1P3 antag	STAT1 blocker	PPARg SRC1 recr
COc1ccc(-c2cc3ccc(OCc4nn[nH]n4)cc3oc2=O)cc1	1525	nt	-1	31	7	78	3	0.0	-10	24	3
O=C(c1ccc(Cl)cc1)c1c[nH]c(C(=O)NNc2cccc(Cl)n2)c1	1421	1.5	8	-18	4	116	0	5.2	2	3	3

Later entries:
SMILES	TR-FRET SRC-2 ct	ROMK primary	TLR4 MyD88 comp	STAT3 inh	PPARg SRC-3 ag	STAT3 act	PPARg SRC-2 ag	RAM network inh	S1P3 antag	STAT1 blocker	PPARg SRC1 recr
O=C(COn1nnc2ccccc21)NCC1CCCCC1	1424	-0.66	-3	-7	2	109	1	-0.4	-11	-31	11
O=C(O)c1cccc(N/N=C/C2=C(Cl)c3cc(Cl)ccc3SC2)c1	1695	0.76*	12	20	-4	87	8	2.4	-9	-28	0
CCOC(=O)N1CCN(CCC(=O)Nc2ccc(Br)c(C)c2)CC1	1547	-2.5	-3	4	2	101	-2	-0.4	-4	3	-6
O=C(c1ccc(F)cc1)n1cc(C(=S)N2CCOCC2)c2ccccc21	1631	1.2	4	0	1	106	-6	1.4	16	3	6
COc1ccc(NC2(c3ccc(Cl)cc3)C(=O)c3ccccc3C2=O)cc1	1730	1.5	2	14	14	94	11	4.4	nt	3	7
Cc1ccc(C)c(C(=O)CSc2nnc(C)s2)c1	1607	0.14	-13	29	0	81	10	2.1	-4	-10	11
CCOc1ccccc1CNCCN1CCOCC1	1379	nt	-1	2	2	102	-9	1.7	nt	0	1
CCOC(=O)c1cc(C#N)c(Oc2cccc(C(F)(F)F)c2)nc1-c1ccccc1	1712	nt	-2	24	5	85	6	13*	nt	9	6
CN1CCN(CCCNC(=O)c2cn(C)c3ccc(S(=O)(=O)N(C)C)cc3c2=O)CC1	1749	nt	1	4	-3	104	16	2.9	-4	1	4
CCOc1cc(C=O)cc(Cl)c1OCC(N)=O	1599	1	5	9	7	103	-10	0.5	-6	5	-4
O=C(CCN1C(=O)c2cccc([N+](=O)[O-])c2C1=O)Nc1nccs1	1702	0.5	-7	-7	7	107	-1	1.0	18	-5	2
Cc1cc(C(=O)NCc2ccco2)on1	1585	nt	-7	8	8	100	-1	1.0	nt	10	10
O=C1c2cc(S(=O)(=O)NCCCO)ccc2-c2ccc(S(=O)(=O)NCCCO)cc21	1500	-1.1	5	4	2	100	6	0.3	nt	-12	-8
CCOc1ccccc1CN1CCN(Cc2cccc3nonc23)CC1CCO (stereo unspecified)	1608	nt	5	-7	3	109	-8	0.5	-1	3	4
CCOC(=O)C1=C(C)NC(=S)NC1c1ccc(-c2ccc(Cl)cc2)o1 (stereo unspecified)	1610	nt	-11	-1	2	100	7	4.3	9	6	10
CCOC(=O)c1c(CN(C)C)n(-c2ccccc2)c2cc(Br)c(OC)cc12	1631	-0.57	-11	-6	8	109	8	1.2	7	-3	4
Cc1cc(C)cc(N(CC(=O)Nc2cccc(C)n2)S(=O)(=O)c2c(C)noc2C)c1	1428	nt	-7	-6	11	110	7	0.8	26	6	6
